Screening results (PubChem)
NR1D1 modulator: Rev-erb alpha (human) modulation | P20393 | Rev-erbα–FITC-DNA binding, fluorescence polarization, 90 min | activity, % at 10 µM | 370,000 compounds, 0.79% hits;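 active = activity above about 14%, limit read from the data; passing the limit was not always enough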;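 also: 0% = DMSO wells with 35 nM protein and 100% = DMSO wells with 750 nM protein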
Target sequence (P20393 whole entry, looked up): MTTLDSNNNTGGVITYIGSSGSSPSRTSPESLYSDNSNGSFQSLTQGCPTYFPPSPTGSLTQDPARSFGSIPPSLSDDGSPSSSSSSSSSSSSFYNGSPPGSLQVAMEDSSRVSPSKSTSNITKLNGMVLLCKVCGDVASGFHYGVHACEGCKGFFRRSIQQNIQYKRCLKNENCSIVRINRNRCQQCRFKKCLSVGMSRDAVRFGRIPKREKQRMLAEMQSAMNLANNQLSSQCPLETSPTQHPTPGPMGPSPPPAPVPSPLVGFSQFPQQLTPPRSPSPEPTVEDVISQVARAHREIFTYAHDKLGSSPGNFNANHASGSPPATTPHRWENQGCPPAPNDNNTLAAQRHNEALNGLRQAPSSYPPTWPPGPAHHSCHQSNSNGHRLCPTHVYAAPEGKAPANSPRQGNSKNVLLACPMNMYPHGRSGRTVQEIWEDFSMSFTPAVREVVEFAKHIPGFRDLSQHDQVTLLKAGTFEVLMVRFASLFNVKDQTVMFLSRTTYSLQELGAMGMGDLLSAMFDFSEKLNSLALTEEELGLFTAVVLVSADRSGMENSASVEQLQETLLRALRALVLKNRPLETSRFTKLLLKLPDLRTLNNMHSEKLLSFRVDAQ
ARFGAP1 inhibitor: inhibitors of rat ARFGAP1; Q62848; Arfgap1-stimulated ARF1 GTP hydrolysis, GDP FP detection; inhibition, % at 16.5 µM; 360,000 compounds, 0.26% hits;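 active = inhibition above a per-plate limit, mean inhibition of low control wells plus 3 SD, cut at about 25% in these data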;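 also: 0% = DMSO wells with enzyme and 100% = wells lacking Arfgap1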
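Material: truncated rat Arfgap1 GAP domain; Incubation: compound-enzyme preincubation 20 min, reaction 120 min, detection 60 min, 25 °C; Read-out: percent inhibition of Arfgap1-stimulated GTP hydrolysis; Technique: FP, GDP Alexa 633 tracer displaced from anti-GDP antibody, 620/688 nm; Controls: No-Arfgap1 wells (100%) versus DMSO full-reaction wells (0%); Replication: single well per compound.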
ASAP1 inh: blocks human ASAP1-stimulated Arf1 GTP hydrolysis. GDP FP detection. inhibition, % at 16.5 µM. 360,000 compounds, 0.19% hits. AID 624377; in the data active = inhibition above about 25%;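 also: 0% = vehicle with enzyme and substrate and 100% = no enzyme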
GC-B act: GC-B (human) receptor activation; 370,000 compounds, 0.11% hits; P20594; activation, % at 10 µM; HEK293-GC-B cells, CNP EC30, cGMP TR-FRET; 0% at EC30 CNP, 100% saturating CNP;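 active = activation at 10 µM reaching about 35% in either raw or pattern-adjusted values, limit read from the data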
SMARCA2 activ: increases SMARCA2 function in MMTV reporter cells | MG213 cells, MMTV-luciferase reporter, dexamethasone, overnight | activation, % at 9.1 µM | 370,000 compounds, 1% hits; in the data active = activation above about 7.8%;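 also: 0% = vehicle wells and 100% = reference activator wells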
mABHD4 FP: ABHD4 (mouse) inhibition, primary FP screen; inhibition, % at 8.92 µM; AID 720543; purified mABHD4, FP-Rh probe fluorescence polarization; 370,000 compounds, 0.54% hits; Q8VD66;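 active = inhibition exceeding the mean over every tested compound plus 3 SD, cut at about 30% in these data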;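 also: 0% = plate median of compound wells and 100% = S159A mutant with DMSO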
Target sequence (Q8VD66 whole entry, looked up): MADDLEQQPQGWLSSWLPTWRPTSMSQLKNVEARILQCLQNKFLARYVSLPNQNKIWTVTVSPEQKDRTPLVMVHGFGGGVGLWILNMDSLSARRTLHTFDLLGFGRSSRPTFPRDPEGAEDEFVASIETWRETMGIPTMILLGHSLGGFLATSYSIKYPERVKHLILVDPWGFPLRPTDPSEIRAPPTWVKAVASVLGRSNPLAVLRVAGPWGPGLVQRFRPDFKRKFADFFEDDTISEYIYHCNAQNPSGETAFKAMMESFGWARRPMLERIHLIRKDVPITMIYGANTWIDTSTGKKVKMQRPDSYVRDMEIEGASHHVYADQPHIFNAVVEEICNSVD
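Assay system: wild-type mouse ABHD4 protein; compound: single nominal dose of 8.92 µM, 0.89% DMSO final; schedule: 45 min + 60 min at 25 °C; measured by: FP readout, ex 525 nm / em 598 nm; evaluation: % inhibition of FP-Rh probe binding versus controls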
GC-A act: GC-A (human) enzyme activation | AID 1671463 | activation, % at 10 µM | 370,000 compounds, 0.14% hits | HEK293 GC-A cells, cGMP TR-FRET, EC30 ANP; 0% at EC30 ANP, 100% saturating ANP; in the data active = activation above about 40%
PG9 binder: small molecules binding HIV-1 gp120 antibody PG9. TR-FRET gp120-PG9 antibody binding. inhibition, % at 6.7 µM. 360,000 compounds, 0.43% hits. AID 624416; in the data active = inhibition above about 8.5%
rCAG RNA binder: binds r(CAG) RNA repeats | 370,000 compounds, 1.3% hits | inhibition, % at 3 µM | r(CAG) RNA repeat, TO-PRO-1 dye displacement fluorescence;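 active = inhibition above the plate cutoff, the mean of all test compounds on that plate plus 3 SD, cut at about 35% in these data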;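 also: 0% = DMSO alone and 100% = 100 µM mitoxantrone as full dye displacement; higher means more dye released from RNA so lower well fluorescence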
HTRA1 inh: HTRA1 (human) protease inhibition; recombinant HTRA1, FP-rhodamine activity-based probe, fluorescence polarization; inhibition, % at 5.96 µM; 340,000 compounds, 0.5% hits; AID 504803; in the data active = inhibition above about 36%;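 also: 0% = enzyme with DMSO and 100% = wells lacking enzyme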
* = called active by the depositor; x = not tested or not shown.

SMILES	NR1D1 modulator	ARFGAP1 inhibitor	ASAP1 inh	GC-B act	SMARCA2 activ	mABHD4 FP	GC-A act	PG9 binder	rCAG RNA binder	HTRA1 inh
O=C(NCCc1ccccn1)c1cc2ccccc2o1	0.0	-3.1	-6.2	2.1	3.2	-2.1	-5.1	-0.8	2.6	0.9
c1ccc(-n2nnnc2CN2CCOCC2)cc1	-1.9	-6.4	4.0	-6.0	0.7	-0.1	5.2	0.8	0.0	-1.2
Cc1cc(C)c2nc(SC(C)C(=O)NCC(=O)Nc3ccc(F)c(F)c3F)cc(C)c2c1 (stereo unspecified)	10.7	-8.9	7.2	-0.8	-0.6	1.6	-8.6	0.9	-0.8	-2.4
CCCCNC(=O)C1CCC(CNc2nc(=S)[nH]c3ccccc23)CC1 (stereo unspecified)	-5.2	-0.5	-2.4	1.1	-3.3	-7.9	-3.2	0.0	1.0	2.8
CN(C(=O)[C@@H](Cc1ccccc1)NC(=O)[C@H]1O[C@@H](n2ccc(=O)[nH]c2=O)[C@H](O)[C@@H]1O)C1CCCCC1	0.0	-10.7	-0.5	6.3	-4.9	2.1	0.2	-2.0	0.1	x
CCCCn1nnnc1NCc1ccc(C)s1	-4.6	-0.2	-7.3	8.3	-1.8	-4.0	2.6	-1.4	-2.2	0.5
C=CCNc1nc(NC(C)(C)CO)nc(OCC)n1	-5.5	9.6	11.0	1.1	-2.8	3.4	3.4	-1.8	-0.7	1.6
O=C(NC12CC3CC(CC(C3)C1)C2)c1cnccn1	0.0	9.4	1.4	6.7	-2.4	1.3	2.0	0.5	-5.0	-1.0
COc1ccc(C2CC(c3ccc4ccccc4c3)=NN2C(=O)COC(=O)C2CCC(=O)N2)cc1 (stereo unspecified)	-6.2	-13.7	-7.3	-0.7	4.1	1.7	6.6	0.1	0.1	-67.1
Cc1cc(N=Nc2ccc3ccccc3c2)ccc1O	-4.2	0.4	11.6	-2.2	4.1	6.6	18.0	-0.8	20.1	23.4
Cc1ccc(-c2c(C(=O)N(C)Cc3ccccc3)oc(=O)c3ccccc23)cc1	2.7	-1.9	-6.9	-9.5	-3.2	0.0	-6.3	0.4	-3.8	-20.4
Cc1ccc(-c2nnc(-c3ccccc3)c(-c3ccccc3)n2)cc1	0.2	-9.1	2.3	-3.6	-4.9	-4.2	-7.1	-1.6	0.5	0.1
O=C1C=C(Nc2ccc(O)cc2)C(=O)c2ccccc21	7.3	1.4	-6.0	-9.5	3.1	14.2	-3.6	-25.7	5.3	37.4*
COC(=O)C1CCN(Cc2cn(Cc3ccccc3)nc2-c2cc3ccccc3o2)CC1	9.1	4.0	-3.6	-12.1	1.5	2.2	-4.5	1.7	-2.1	-21.7
COc1ccc(-c2csc(NC(=O)c3ccccc3Br)c2C(=O)O)cc1	-6.0	7.5	-2.1	0.5	-2.1	-0.8	3.7	5.3	54.6*	-19.2
Nc1nonc1-c1nc2ccccc2n1CC(=O)N1CCN(c2ccc(F)cc2)CC1	1.0	1.7	4.8	-6.4	7.0	0.5	-5.5	-1.4	10.9	4.9
C[C@H](CO)N1C[C@H](C)[C@@H](CN(C)Cc2ccc(C(=O)O)cc2)Oc2ccc(NC(=O)Cn3cnnn3)cc2C1=O	-9.2	-0.7	1.9	7.5	1.5	-1.2	3.4	-0.3	5.8	5.1
N#Cc1c(N)n(-c2cccc(C(=O)O)c2)c2nc3ccccc3nc12	1.5	4.9	5.5	-2.0	1.6	3.1	-1.7	2.7	1.5	3.2
COc1ccc(CCNC(=O)C(=O)NCC2OCCN2S(=O)(=O)c2ccc(F)cc2)cc1 (stereo unspecified)	1.9	0.7	-7.7	-1.6	-2.1	-0.3	-2.6	2.2	10.1	-3.5
CC1C(C#N)=C(SCC(N)=O)NC2=C1C(=O)CC(C)(C)C2 (stereo unspecified)	-2.5	3.4	6.7	-10.4	-1.4	2.0	-1.1	-3.7	-1.7	-1.0

Overlap with the part before: 2 compounds, followed by the next part.
SMILES	NR1D1 modulator	ARFGAP1 inhibitor	ASAP1 inh	GC-B act	SMARCA2 activ	mABHD4 FP	GC-A act	PG9 binder	rCAG RNA binder	HTRA1 inh
COc1ccc(CCNC(=O)C(=O)NCC2OCCN2S(=O)(=O)c2ccc(F)cc2)cc1 (stereo unspecified)	1.9	0.7	-7.7	-1.6	-2.1	-0.3	-2.6	2.2	10.1	-3.5
CC1C(C#N)=C(SCC(N)=O)NC2=C1C(=O)CC(C)(C)C2 (stereo unspecified)	-2.5	3.4	6.7	-10.4	-1.4	2.0	-1.1	-3.7	-1.7	-1.0
Cc1ccc(C(=O)Nc2ccc(N3CCN(S(C)(=O)=O)CC3)cc2)cc1	-0.3	-1.1	-5.5	2.6	-1.2	0.0	1.9	2.1	-3.0	1.3
NC(=O)COc1ccc(Nc2nnc(-c3ccc(O)cc3)c3ccccc23)cc1	-8.2	9.2	-0.1	-5.4	4.2	0.0	-6.8	0.9	4.8	-0.1
Cc1onc(-c2ccccc2)c1C(=O)OCC(=O)c1ccccc1	0.8	1.3	-2.2	-4.4	0.2	-4.2	0.7	-1.9	-5.6	-8.6
Cc1ccc(Cl)cc1N1CCN(CC(=O)Nc2ccc3[nH]c(=O)[nH]c3c2)CC1	2.7	-8.7	12.2	-1.3	-4.4	7.4	-7.0	0.2	-0.5	3.8
COCCn1c(N)c(C(=O)NCC2CCCO2)c2nc3ccccc3nc21 (stereo unspecified)	0.0	-6.2	-1.8	6.5	-2.8	6.0	21.8	1.1	-2.1	-7.9
Cc1ccc(CNC(=O)c2cccc(OCc3c(C)noc3C)c2)cc1	2.2	2.8	-6.5	2.8	-3.3	4.1	-1.1	0.9	-4.7	-17.6
N#C/C(=C\c1ccncc1)c1nc2ccccc2c(=O)[nH]1	0.6	2.0	-7.1	-1.3	-1.1	3.4	2.9	-0.6	4.4	-8.7
CC(C)CCNC1c2ccccc2C(=O)N1Cc1ccccc1 (stereo unspecified)	2.9	1.2	-3.7	-12.4	3.3	4.0	-13.6	-1.5	-10.2	-1.5
O=C(O)CCC(=O)Nc1ccc(S(=O)(=O)N2CCCC2)cc1	2.0	-7.1	-3.9	3.6	-4.3	-6.4	1.7	2.3	3.8	5.3
COc1ccc(C(=O)Nn2c(C)nnc2-n2nc(C)cc2C)cc1OC	-1.7	3.4	4.2	3.1	2.7	-4.4	2.0	0.5	1.9	1.0
O=C(CN1CCN(Cc2ccccc2Cl)C1=O)NCc1ccccn1	-0.4	12.8	-0.6	-1.6	3.1	-3.5	5.7	-1.6	-3.2	5.2
COc1cccc(-c2cc(C(F)(F)F)n3nc(C(=O)Nc4c(C)n(C)n(-c5ccccc5)c4=O)cc3n2)c1	-3.6	-12.3	-18.0	-2.0	4.5	-3.9	-2.8	-0.1	-4.8	-5.3
OC(c1nc2ccc(F)cc2[nH]1)C(O)c1nc2ccc(F)cc2[nH]1 (stereo unspecified)	1.4	7.7	-14.3	-5.6	-1.9	3.1	-1.0	-0.4	0.0	3.7
CC(=O)c1cccc(NC(=O)C2CC(c3ccc(F)cc3)=NO2)c1 (stereo unspecified)	-2.7	0.4	-12.2	3.3	-0.1	-2.8	3.0	1.2	-4.7	-4.7
Cc1nc2ccccc2cc1C(=O)NCc1ccccc1	7.0	14.7	12.3	-2.3	-4.0	2.6	-1.1	-0.8	-3.2	-1.6
COC(=O)[C@@]12C[C@@H](CC(=O)NCc3ccc(OC)c(OC)c3)C(=O)N(Cc3ccco3)C1=CCC(C)(C)C2	-3.1	2.8	2.7	1.9	-5.1	-0.6	3.3	-1.9	-1.5	x
Cc1ccc(C(=O)OCc2cn(-c3ccccc3)nn2)cc1	1.6	-3.2	3.7	-1.5	-1.9	-10.1	-1.0	-2.1	-2.8	x
CCc1ccc(/C=N/n2c(C3CCCCC3)n[nH]c2=S)cc1	-1.6	10.4	3.2	1.2	2.6	-3.8	4.6	-0.2	9.8	-24.1
COc1ccc(C(=O)NCc2nnc(SCC(=O)NCc3ccc(F)cc3)o2)cc1	-3.5	-2.1	-7.8	2.0	-2.0	3.8	-4.3	0.8	1.2	-1.7
COC(=O)c1ccc(NN=Nc2ccc(C)cc2)cc1	-2.8	6.8	4.8	-3.0	1.6	-5.0	2.5	-4.2	7.2	3.6
CCOC(=O)N1CCN(S(=O)(=O)c2ccc(F)c(C(=O)Nc3ccc(C(C)C)cc3)c2)CC1	-1.0	4.1	-9.5	-2.9	-3.4	-10.4	-4.7	0.6	1.5	-26.2
N#C/C(=C\c1ccc[nH]1)C(=O)N1CCCCC1	6.2	1.6	12.7	0.8	5.3	-2.2	2.5	-1.3	-1.3	x
COc1ccc(C(O)c2cnc(C)n2Cc2ccccc2)cc1 (stereo unspecified)	-1.4	-8.1	-7.3	-0.1	1.7	-0.8	1.5	-0.8	-1.9	9.1
COc1cc(/C=C2/SC(=O)NC2=O)ccc1Oc1ccc([N+](=O)[O-])cc1[N+](=O)[O-]	-8.6	7.7	-5.5	-7.7	-2.9	-13.7	-6.6	1.4	21.6	-6.7
Cc1cc(S(=O)(=O)Nc2ccc(C(=O)NCCCN3CCOCC3)cc2)ccc1F	-1.9	9.4	6.0	2.6	-3.3	-0.1	3.3	0.0	-2.3	1.4
CC(=O)Oc1ccc2c(=O)oc(-c3ccc([N+](=O)[O-])cc3)nc2c1	-1.8	0.5	7.6	-5.5	-2.1	4.3	16.6	0.3	9.1	6.8
COc1cc(Cl)ccc1OCc1cc(C(=O)N(C)Cc2cn(C)nc2C)no1	3.4	-10.5	4.6	-5.5	-3.6	-8.4	4.0	3.6	-8.2	2.3
CN(CC1CCCN(CCc2ccccc2F)C1)C(=O)c1ccoc1 (stereo unspecified)	-1.4	0.9	-12.6	-5.5	1.0	0.9	-0.9	0.0	-2.3	-3.5
CCOC(=O)C1CCCN(C(=O)CSc2nnnn2C)C1 (stereo unspecified)	-2.4	-7.4	8.3	3.0	0.6	6.1	-2.2	1.0	1.5	3.1
COc1ccc(OC)c(-c2csc(NC(=O)COC(=O)C3CC3)n2)c1	-2.0	0.9	3.3	2.7	3.4	0.2	-2.6	-0.8	4.1	-3.9
O=C(NNc1cc(Cl)ccc1Cl)c1cccs1	-5.7	6.3	-11.7	1.1	-1.6	-0.6	3.6	1.2	0.0	x
COc1ccc(OC)c(/C=C2\NC(=O)NC2=O)c1	3.5	10.1	6.7	-0.7	-2.0	2.1	3.2	-4.2	0.1	-1.3
Cc1ccc(C(=O)N/N=c2\sc3ccccc3n2C)cc1	1.5	4.7	-10.0	-2.2	-2.0	7.2	-1.2	-3.9	-4.0	2.3
COC(=O)[C@]12CCCCC=C1N(Cc1ccc(OC)cc1)C(=O)[C@@H]2CC(=O)NCCCN1CCCC1=O	-4.0	x	x	3.8	-1.3	0.9	1.1	x	-0.4	x
O=C1NC(Cc2ccccc2)c2nc3ccc(Cl)cc3c(=O)n2-c2cc(Cl)ccc21 (stereo unspecified)	3.6	6.5	7.2	1.8	-0.3	-1.9	-4.2	0.7	12.5	x
COc1cccc(C(=O)NCC(c2ccco2)N2CCc3ccccc3C2)c1 (stereo unspecified)	0.5	6.0	-10.7	-0.6	-1.0	-0.4	-1.7	0.3	-0.3	-5.8
